# DRD3 agonist – activates the human D3 dopamine receptor | P35462 | D3R DiscoveRx beta-arrestin cells, luminescence, 90 min | max activation, % | 410,000 compounds, 0.58% hits | AID 652048; in the data active means max activation above about 30%; further: 0% is about no effect; mostly tested at two doses, the higher about 12 µM
# Target sequence (P35462 whole entry, looked up): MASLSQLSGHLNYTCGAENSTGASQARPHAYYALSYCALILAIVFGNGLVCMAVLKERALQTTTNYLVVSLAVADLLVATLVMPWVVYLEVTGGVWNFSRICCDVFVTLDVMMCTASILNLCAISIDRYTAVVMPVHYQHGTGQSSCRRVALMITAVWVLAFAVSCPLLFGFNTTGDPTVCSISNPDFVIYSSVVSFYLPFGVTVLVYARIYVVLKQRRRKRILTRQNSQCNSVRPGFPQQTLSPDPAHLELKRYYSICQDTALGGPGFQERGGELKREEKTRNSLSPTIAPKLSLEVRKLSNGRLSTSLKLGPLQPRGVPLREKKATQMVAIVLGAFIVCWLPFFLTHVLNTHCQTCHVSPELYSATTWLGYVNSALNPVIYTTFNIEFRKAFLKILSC
#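 Agonist mode: compounds and dopamine controls were applied to plated cells for 90 min at 37 degrees C after an overnight attachment at 1500 cells/well. Luminescent read-out followed 30 - 60 minutes at room temperature with DiscoveRx detection reagent.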
# KB-3-1 cytotox – kills parental KB-3-1 adenocarcinoma cells; 400,000 compounds, 1.4% hits; AID 1347075; Potency, µM (series often up to 46.1 µM), inactives show top-dose activity change, negative = cytotoxic, actives largely listed as cytotoxic; KB-3-1 viability, CellTiter-Glo ATP luminescence, 72 h; further: potency means the concentration at half of the fitted maximal effect; on the % scale 0 is the no-effect control and ±100 the full control effect; nearly all actives have a fitted effect of over 60% in size
#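 Multi-concentration cytotoxicity screen in KB-3-1 cells grown in DMEM lacking phenol red with 10% FBS. After 72 h at 37 °C with compound, ATP-dependent luminescence was recorded.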
# KB-V1 cytotox – kills drug-selected multidrug resistant KB-V1 cells; KB-V1 MDR cells viability, CellTiter-Glo, 72 h; Potency, µM (titrated, usually from 46.1 µM), inactives show top-dose activity change, negative = cytotoxicity, usual class: cytotoxic; 400,000 compounds, 3.4% hits; further: potency means the concentration at half of the fitted maximal effect; on the % scale 0 is the no-effect control and ±100 the full control effect; nearly all actives have a fitted effect of over 60% in size
#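 Cytotoxicity via CellTiter-Glo luminescence after 72 h compound exposure at 37 degrees C. Cells: drug-selected KB-V1 line, DMEM phenol-red free plus 10% FBS. Compounds tested at multiple concentrations; normalized data fitted to concentration-effect curves.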
# * = called active by the depositor; ? = inconclusive. Unless noted, the call rests on the fitted dose curve; in most records, active means well fitted cell-killing curve with a large enough effect; inconclusive means small, poorly fitted or top-dose-only effect, or effect the other way; inactive means flat fitted curve, though single readings scatter. An excerpt; the hit share may differ from the screen's.
# Below each SMILES – DRD3 agonist	KB-3-1 cytotox	KB-V1 cytotox
- CCCN(CCC)S(=O)(=O)c1ccc(C(=O)N2CCn3c4c(c5cc(C)ccc53)CCCC42)cc1 (stereo not given)
 : -10	-10%	-7%
- Cc1ccc(-c2nn(CC(=O)NC3CCCC3)c3c2cnc2ccccc23)cc1
 : 0	14%	-23%
- COc1ccccc1N1CCN(C(=O)CSc2n[nH]c(-c3ccccc3Cl)n2)CC1
 : 4	11%	-7%
- COc1ccc(-n2nc3cc(C)c(NC(=O)c4ccc(-c5ccc(Br)cc5)o4)cc3n2)cc1
 : 7	1%	-14%
- Cc1ccc(C)c(S(=O)(=O)c2nnn3c2nc(NC2CCCCC2)c2sccc23)c1
 : 17	?	-2%
- Cc1ccc(S(=O)(=O)c2cn(Cc3cccc(C)c3)c3cc4c(cc3c2=O)OCO4)cc1
 : -9	-6%	-5%
- CCC(=O)C1=C(c2ccc(F)cc2)N(C(=O)CC)n2c(nnc2-c2ccc(OC)cc2)S1
 : 2	-22%	-9%
- CC(C)Oc1ccc(C(=O)N(Cc2ccco2)c2ccccn2)cc1
 : 3	-2%	-13%
- CCS(=O)(=O)N1CCc2cc(C(=O)N3CCN(c4ccccc4)CC3)ccc21
 : -12	0%	6%
- CCOC(=O)c1c(NC(=O)/C=C/c2ccc(OCC)cc2)sc2c1CCC2
 : -12	12%	-15%
- O=C(COCc1cc(-c2cccs2)on1)NCc1ccccc1Cl
 : -10	-5%	-11%
- Cc1ccc(NC(=O)Cn2nc(-c3ccc(F)cc3)c3cnc4ccc(C)cc4c32)cc1
 : 4	1%	1%
- CCOC(=O)c1scc(-c2ccc(C)cc2)c1S(=O)(=O)Nc1ccc(OC)c(Cl)c1
 : -1	-2%	5%
- Cc1ccc(Cl)cc1NC(=O)c1ccc(NC(=O)N2CCSc3ncccc32)cc1
 : 6	-13%	-11%
- COc1ccc(-c2nnc(SCC(=O)Nc3cc(OC)ccc3OC)nc2-c2ccc(OC)cc2)cc1
 : 1	-5%	12%
- Cc1ccc(NC(=O)CSc2nc3c(c(=O)[nH]2)CN(Cc2ccc4c(c2)OCO4)CC3)cc1C
 : 2	7%	?
- COc1ccccc1CNC(=O)CCC(=O)N1CC2CCCN2c2ccccc21 (stereo not given)
 : -6	-3%	4%
- CCOc1ccc(Nc2nc3c(S(=O)(=O)c4cccc(Cl)c4)nnn3c3ccsc23)cc1
 : -4	-5%	1%
- Cc1ccc(NC(=O)C(Cc2ccccc2)NS(=O)(=O)c2cccc3nsnc23)c(C)c1 (stereo not given)
 : -4	-2%	?
- COCc1cc(C)nc2sc(C(=O)Nc3ccc(C(C)=O)cc3)c(N)c12
 : -6	-6%	?
- CC(CNC(=O)Cn1c(-c2cccs2)cc2ccccc21)c1ccccc1 (stereo not given)
 : 7	-4%	-7%
- CCOCCc1nn2c(=O)cc(COC(=O)c3ccccc3Br)nc2s1
 : -4	-8%	14%
- COc1cccc(CCNC(=O)c2ccc(Cn3c(SCc4ccccc4)nc4cccnc43)cc2)c1
 : -1	-15%	-8%
- CCC(=O)N1CCCc2cc(S(=O)(=O)N3CCC(C(=O)Nc4ccc(C#N)cc4)CC3)ccc21
 : 9	-13%	7%
- Cc1ccccc1NC(=O)CSc1nnc(-c2cccc(Cl)c2)o1
 : -11	-1%	14%
- CCSc1ncc(Cl)c(C(=O)Nc2c(C(=O)c3ccccc3)oc3ccccc23)n1
 : -10	1%	24%
- Cc1ccc(CNC(=O)CN2Cc3ccccc3C2=O)cc1
 : -3	7%	13%
- O=c1oc2ccc(Br)cc2cc1-c1nc(-c2ccccc2)no1
 : -2	14%	1%
- COc1cccc(Nc2sc(C(=O)c3ccc(F)cc3)c(N)c2C(=O)NCc2ccc(Cl)cc2)c1
 : 4	-1%	-15%
- Cc1ccc(Cn2cc(C(=O)c3ccc(F)cc3)c(=O)c3cc4c(cc32)OCO4)cc1
 : 3	-3%	0%

# The list goes on, overlapping the part above by 5 compounds.
# Below each SMILES – DRD3 agonist	KB-3-1 cytotox	KB-V1 cytotox
- CCSc1ncc(Cl)c(C(=O)Nc2c(C(=O)c3ccccc3)oc3ccccc23)n1
 : -10	1%	24%
- Cc1ccc(CNC(=O)CN2Cc3ccccc3C2=O)cc1
 : -3	7%	13%
- O=c1oc2ccc(Br)cc2cc1-c1nc(-c2ccccc2)no1
 : -2	14%	1%
- COc1cccc(Nc2sc(C(=O)c3ccc(F)cc3)c(N)c2C(=O)NCc2ccc(Cl)cc2)c1
 : 4	-1%	-15%
- Cc1ccc(Cn2cc(C(=O)c3ccc(F)cc3)c(=O)c3cc4c(cc32)OCO4)cc1
 : 3	-3%	0%
- COc1ccc(Nc2nn3c(=O)c4cc5c(cc4nc3s2)OCO5)c(OC)c1
 : -7	-12%	6%
- Cc1cccc(Nc2nc(-c3ccccc3)nc3ccccc23)c1
 : -15	-15%	0%
- COc1ccc(NC(=O)CSc2nc3ccccc3n2CC(=O)N2CCCC(C)C2)cc1 (stereo not given)
 : 7	-2%	-25%
- CCn1c(CN2CCCCC2)nc2cc(NC(=O)COc3ccc(C(C)(C)C)cc3)ccc21
 : -23	-4%	-1%
- CCN(CC)S(=O)(=O)c1ccc2nc(NC(=O)c3cncc(Br)c3)sc2c1
 : 17	-16%	?
- CCOC(=O)c1cc2c(=O)n3ccccc3nc2n(CC2CCCO2)c1=NC(=O)c1ccc(F)cc1 (stereo not given)
 : 10	8%	3%
- CCOC(=O)c1c(C)[nH]c(C)c1S(=O)(=O)NCC(=O)NCc1cccc(Br)c1
 : 7	3%	0%
- CCOc1ccccc1Nc1cc(-c2ccccc2)nc(C)n1
 : 8	-18%	1%
- Cc1c2cnn(CC(=O)Nc3cccc(C(F)(F)F)c3)c(=O)c2c(C)n1Cc1ccccc1Cl
 : 6	-12%	10%
- COc1ccc(-c2cc(C(=O)Nc3sc4c(c3C(N)=O)CCCC4)no2)cc1
 : 21	15%	22%
- CCc1nnc2c(N3CCN(c4cccc(C)c4)C(C)C3)nc3ccccc3n12 (stereo not given)
 : -23	3%	3%
- CCOC(=O)c1cc(-c2ccc(F)cc2)n(CCC(=O)Nc2nc3ccc(OC)cc3s2)c1C
 : -4	-16%	?
- CC(C)(C)OC(=O)N1CCC(c2c(C(=O)N3CCOCC3)cnn2-c2cccc(F)c2)CC1
 : 74*	1%	0%
- Cc1cc(C)c(S(=O)(=O)Nc2cc(-c3cn4ccccc4n3)ccc2C)cc1C
 : -4	-16%	-3%
- CCN(c1ccccc1)C(CNS(=O)(=O)c1ccccc1)c1ccccc1 (stereo not given)
 : -9	?	?
- COC(=O)c1ccccc1NC(=O)Cn1c(=O)cc(C)c2c(C)nn(C)c21
 : -8	-11%	-6%
- Cc1ccc(NC(=O)c2cnc(N3CCCCC3)c3ccccc23)cc1Cl
 : -13	-6%	-22%
- CCc1ccc(-n2c(CCC(=O)O)ccc2-c2ccc(F)cc2)cc1
 : 2	17%	0%
- Cc1ccccc1NC(=O)C1CCN(C(=O)c2cnn(-c3ccccc3)c2-n2cccc2)CC1
 : 6	-1%	17%
- COc1ccc(CCNC(=O)c2cnn(-c3ccc(F)cc3)c2C2CCN(C(=O)OC(C)(C)C)CC2)c(OC)c1
 : 6	-1%	?
- CCCn1cc(S(=O)(=O)c2ccccc2)c(=O)c2cc(F)c(N3CCCC3)cc21
 : 7	0%	-20%
- CCCCN(C)CCNC(=O)c1ccc2c(c1)NC(=O)CN2
 : -3	-4%	0%
- CCc1nc2ccc(C(=O)NCc3ccccc3C)cc2nc1CC
 : 4	-1%	-10%
- CCOc1ccc2nc(NC(=O)c3nc(SCc4ccccc4F)ncc3Cl)sc2c1
 : 7	-2%	22%
- O=C(COc1ccc(F)cc1)NCc1ccc2c(c1)CCN2C(=O)c1ccc(F)cc1
 : 5	-3%	4%
- COc1ccc(CNC(=O)C2CCN(S(=O)(=O)Cc3ccccc3)CC2)cc1
 : -6	1%	11%
- COc1cccc(Cn2c(=O)cc(C)c3c(C)nn(-c4ccc(C)cc4)c32)c1
 : 6	12%	2%
- Cc1cc2c(cc1S(=O)(=O)NCc1ccccc1Cl)OCC(=O)N2
 : 7	5%	5%
- O=C(Nc1ccc(Cl)cc1C(F)(F)F)c1cc(S(=O)(=O)NCc2ccccc2)ccc1F
 : -12	-6%	0%
- Cc1cccc(Cc2c(C)nc3nc(SCc4ccccc4C)nn3c2C)c1
 : -15	1%	0%
- CCOc1ccccc1CNC(=O)c1nc(-c2ccc(Cl)cc2)n2c1CCCCC2
 : -25	-7%	-32%
- Cc1cccc(-n2cc(-c3ccccc3)nc2SCC(=O)Nc2ccccc2Cl)c1
 : 1	-5%	-5%
- COc1cc(OC)cc(C(=O)Nc2ccc3c(c2)N(C2CCCC2)C(=O)c2ccccc2S3)c1
 : -12	-12%	?
- Cc1ccc(CN2CCCn3nc(C(=O)NCCc4ccc(Cl)cc4)cc3C2=O)cc1
 : -13	?	?
- CCOC(=O)c1cc2c(=O)n3ccccc3nc2n(CC2CCCO2)c1=NC(=O)c1ccccc1OCC (stereo not given)
 : 11	1%	9%
- Cc1cc(Nc2ccccc2C)c2cccc(C)c2n1
 : -1	-22%	-13%
- Cc1ccc(NC(=O)CSc2nccn2-c2ccccc2)cc1
 : -7	0%	2%
- Cc1cccc(NC(=O)c2c(Br)sc3c2CCCC3)c1
 : 3	-6%	-23%
- O=C(CCc1ccccc1)NCc1ccc2c(c1)CCN2C(=O)c1ccccc1
 : 5	-4%	18%
- CC(=O)c1ccc(NC(=O)CSc2ccc3nc(-c4ccccc4)cn3n2)cc1
 : 4	-3%	-6%
- COc1cccc(C(=O)Nc2cc3cc(OC)ccc3oc2=O)c1
 : 2	-3%	11%
- CCSc1nc(=O)c2c(n1C)NC(=O)CC2c1ccc(O)cc1OC (stereo not given)
 : -3	6%	-12%
- CCOC(=O)Cc1ccc(NC(=O)N(Cc2ccc(OC)cc2)C2CCN(C(C)=O)CC2)cc1
 : 3	-4%	-24%
- Cc1c(C(=O)Nc2cccc(C(F)(F)F)c2)sc2nc[nH]c(=O)c12
 : -9	-9%	6%
- CCc1ccccc1Nc1sc(C(=O)c2cccc(OC)c2)c(N)c1S(=O)(=O)c1ccccc1
 : -1	?	10%
- CCOc1ccccc1CNC(=O)Cn1c(-c2ccccc2)cc(C(C)=O)c1C
 : -1	4%	0%
- Cc1ccc(NS(=O)(=O)c2ccc3oc(=O)c4ncn(C)c4c3c2)cc1C
 : 2	-8%	-1%
- CCOc1ccc(-c2cc(C(=O)NCc3ccc(OC)cc3)c3c(-c4ccc(F)cc4)[nH]nc3n2)cc1
 : 4	18%	?
- O=C(NCCc1ccccc1)C1CCN(Cc2cc3ccccc3n2Cc2ccccc2)CC1
 : -16	0%	4%
- COc1cccc(C(=O)Nc2ccc3nc(SCc4ccc(C)cc4)sc3c2)c1
 : 6	0%	-9%
- CCc1ccc(S(=O)(=O)Nc2cccc(-c3ccc(N4CCOCC4)nn3)c2)cc1
 : 6	-3%	-29%
- Cc1ccc(S(=O)(=O)c2nc(-c3ccccc3Cl)oc2N2CCCCCC2)cc1
 : -8	-2%	-9%
- O=C(CCS(=O)(=O)c1cc(Br)cc2c1N(C(=O)C1CC1)CC2)NCc1ccccc1Cl
 : 5	5%	6%
- Cc1ccc(C)c(N2CCN(C(=O)c3c4c(nc5ccccc35)C(=O)N(C3CCCCC3)C4)CC2)c1
 : -4	-9%	-12%
- Cc1ccc(OCC(=O)Nc2ccc(C(=O)OCc3cc(=O)n4ccsc4n3)cc2)cc1C
 : 10	5%	11%
- COc1ccc(N2CCN(C(=O)c3c(C)oc4ncn(CC(C)C)c(=O)c34)CC2)cc1
 : 1	10%	-19%
- CCOC(=O)c1c(C)[nH]c(C)c1S(=O)(=O)N1CCN(c2ccc(Cl)cc2)CC1
 : 2	0%	-12%
- CCOC(=O)c1c(C)[nH]c(C)c1S(=O)(=O)N(C)CC(=O)Nc1cc(Cl)ccc1C
 : 0	9%	-2%
- CCC(C(=O)Nc1cc(-c2nc3cccnc3s2)ccc1C)c1ccccc1 (stereo not given)
 : 9	-5%	-1%

# Quoted from the listing.
# KB-3-1 cytotox, CCC(=O)N1CCCc2cc(S(=O)(=O)N3CCC(C(=O)Nc4ccc(C#N)cc4)CC3)ccc21 reads -13%
# KB-V1 cytotox, Cc1ccccc1NC(=O)C1CCN(C(=O)c2cnn(-c3ccccc3)c2-n2cccc2)CC1 reads 17%

# Screening results from PubChem BioAssay.
